Assay outcomes from PubChem.
dFosB activator – activators of delta FosB homodimer, primary screen, biochemical, fluorescence polarization, TAMRA-CDK5 oligo, single point. activation, % at 25 µM. Protein FosB (Mus musculus), P13346. purified delta FosB; percent of positive-control signal above neutral wells. AID 493131, 2011. actives 0.99% (n = 340,000);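 active = mean activation above about 17%, with every replicate also reaching it, limit read from the data, passing the limit was not always enough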;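 also: fluorescence polarization rise as delta FosB binds a TAMRA Cdk5 AP-1 oligo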
Target sequence (P13346 whole entry, looked up): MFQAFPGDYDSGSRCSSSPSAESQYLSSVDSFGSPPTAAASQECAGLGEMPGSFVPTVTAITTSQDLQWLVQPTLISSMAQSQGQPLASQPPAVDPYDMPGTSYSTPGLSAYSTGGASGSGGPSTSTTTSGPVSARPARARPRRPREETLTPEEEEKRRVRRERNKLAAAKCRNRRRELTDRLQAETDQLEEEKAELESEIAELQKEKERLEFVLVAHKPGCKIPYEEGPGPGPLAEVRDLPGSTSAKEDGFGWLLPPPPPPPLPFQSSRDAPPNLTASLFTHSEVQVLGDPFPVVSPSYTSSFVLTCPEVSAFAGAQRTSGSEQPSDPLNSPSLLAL
MITF TRPM1 HTS – activators of MITF-driven TRPM1 promoter reporter, primary screen, cell-based, SK-MEL-5, luciferase, single point; SK-MEL-5 TRPM1-promoter luciferase, 24 h; % of positive control, neutral wells = 0; activation, % at 12.5 µM; actives 0.75% (n = 300,000);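 active = mean activation of at least 80% with every replicate also reaching 80%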;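 also: 0% = neutral control wells and 100% = parthenolide positive control wells; values of inactives mirror those of a sister screen read the other way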
NSD2 inh – NSD2 histone methyltransferase inhibitors, primary screen, biochemical, AlphaScreen, single concentration, set 2; inhibition, % at 12.5 µM; Histone-lysine N-methyltransferase NSD2 (Homo sapiens), O96028; actives 0.54% (n = 310,000); NSD2 peptide methylation, 120 min; in the data active = inhibition above about 50%
PKA-R2B activ – activators of PKA-R2B holoenzyme, primary screen, biochemical, fluorescence polarization, Cy5-IP20, human | cAMP-dependent protein kinase catalytic subunit beta (Homo sapiens) + cAMP-dependent … | PKA-R2B holoenzyme dissociation; R2B truncated from residue 108, S112A mutant; 0% DMSO only, 100% 113 µM cGMP | activation, % at 11.4 µM | actives 0.079% (n = 340,000) | AID 504700, 2011;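 active = activation above a cutoff set at the mean over all compounds plus 3 SD, cut at about 18% in these data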;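 also: higher means more holoenzyme dissociation and a rise in polarization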
Target sequence (P31323 whole entry, looked up, other chains not shown, the tested form may be a part): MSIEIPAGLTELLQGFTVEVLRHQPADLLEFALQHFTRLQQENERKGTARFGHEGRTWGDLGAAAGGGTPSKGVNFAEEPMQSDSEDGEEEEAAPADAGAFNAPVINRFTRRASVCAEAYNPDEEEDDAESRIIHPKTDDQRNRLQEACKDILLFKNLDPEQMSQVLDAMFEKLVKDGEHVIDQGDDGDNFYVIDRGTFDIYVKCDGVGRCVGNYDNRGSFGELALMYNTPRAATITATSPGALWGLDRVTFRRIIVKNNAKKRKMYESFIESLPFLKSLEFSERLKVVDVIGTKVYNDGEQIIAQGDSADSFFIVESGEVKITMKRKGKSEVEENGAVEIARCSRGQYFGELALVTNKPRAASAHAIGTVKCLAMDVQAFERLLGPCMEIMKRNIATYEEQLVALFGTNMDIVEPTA
SR-BI DiI inh – inhibitors of SR-BI mediated HDL lipid uptake, primary screen, ldlA[mSR-BI] cells, fluorescence, single point; ldlA[mSR-BI] CHO cells, DiI-HDL uptake fluorescence, 3 h; inhibition, % at 12.5 µM; actives 0.96% (n = 320,000);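 active = mean replicate inhibition of at least 70% and a set share of replicates each scoring 70 or more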;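 also: 0% = median of neutral control wells and 100% = median of positive control wells; values of inactives mirror those of a sister screen read the other way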
Pemphigus Ab inh – inhibitors of pemphigus antibody binding to DSG3, primary screen, biochemical, bead-based, flow cytometry, scFv-GFP | actives 0.48% (n = 310,000) | DSG3-coupled beads, scFv-anti-DSG3-GFP binding; stronger effect = lower value | binding (percent of control), % at 10 µM | Desmoglein-3 (Homo sapiens), P32926;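 active = binding more than 3 SD below its plate's average and above zero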;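 also: hits lower antibody fragment binding to DSG3; some compounds called inactive have numbers as strong as hits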
Mot1-301 SUMO – yeast Mot1-301 growth rescue at high temperature, primary screen, SUMOylation pathway inhibitor project, S. cerevisiae, ATP luminescence, 38.5C. S. cerevisiae Mot1-301 growth rescue; percent above DMSO median, 100 means doubled. growth rescue, % at 18.8 µM. actives 1% (n = 320,000);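 active = every valid replicate shows activation above 250% relative to neutral control wells; inactive = the rest, any valid replicate at or below 250%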;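 also: OY570 slx delta 5 strain wells were the positive control but not used for scaling; some compounds called inactive have numbers as strong as hits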
CDK5 inh – inhibitors of human CDK5/p35 kinase, primary screen, biochemical, single concentration | inhibition, % at 10 µM | Cyclin-dependent kinase 5 (Homo sapiens) + Cyclin-dependent kinase 5 activator 1 (Homo … | Recombinant CDK5/p35, ADP-Glo luminescence, 60 min | AID 488839, 2010 | actives 0.01% (n = 330,000);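 active = highest replicate inhibition of at least 50% and at least 75% of replicates reaching 50%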;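 also: plate controls were DMSO neutral control for no effect and GW8510 at 10 µM for full effect; many of its hits are not listed in these tables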
Arr AP2 block – inhibitors of beta-arrestin/AP2 binding, primary screen, biochemical, GPCR trafficking, flow cytometry. beta-arrestin 1 C-terminal peptide binding to AP2 beta2-adaptin appendage (human). FITC-arrestin peptide / GST-AP2 beads; AP2 beta2 appendage carries R879A mutation. inhibition, % at 10 µM. actives 0.31% (n = 340,000);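 active = inhibition above a set limit, near 3 SD of compounds lacking own fluorescence, cut at about 54% in these data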;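 also: plate controls were DMSO wells for no effect and 5 µM unlabelled arrestin peptide for full effect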
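Material – GST-tagged AP2 beta2-adaptin appendage (R879A) on 4 µm glutathione beads · Probe or stimulus – fluorescein-tagged arrestin peptide at 50 nM final · Timing – 12 min plus 1 h, RT · Detection – bead flow cytometry, FITC channel · Read-out basis – inhibition as reduced fluorescein signal on beads, percent · Medium – PBS plus Tween 20 (0.05%) and BSA (0.1%)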
SR-BI DiI-HDL act – activators of SR-BI mediated DiI-HDL uptake, primary screen, ldlA[mSR-BI] CHO cells, DiI fluorescence | actives 0.096% (n = 320,000) | 3 h; 100 = double the neutral-control signal | activation, % at 12.5 µM | AID 504775, 2011;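 active = mean replicate activation of at least 60% and every replicate at or above 60%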;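 also: 0% = median plate neutral-control signal and 100% = twice that signal; values of inactives mirror those of a sister screen read the other way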
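Material: SR-BI-overexpressing, LDLR-lacking CHO cells | Dosing: Single compound concentration, delivered by pin transfer | Probe or stimulus: Labelled HDL, 10 µg/mL | Signal: Bottom-read cell fluorescence after medium removal, ex 550/em 595 nm | Schedule: 3 h, 37 °C | Evaluation: HDL uptake via cellular fluorescence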
PKA-R1A activ – activators of PKA-R1A holoenzyme, primary screen, biochemical, fluorescence polarization, Cy5-IP20, bovine R1A, mouse PKAc | cAMP-dependent protein kinase type I-alpha regulatory subunit (Bos taurus) + … | PKA-R1A dissociation; scaled: DMSO 0%, 113 µM cGMP 100% | activation, % at 11.4 µM | actives 0.083% (n = 340,000) | AID 504707, 2011;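 active = percent activation above the mean of all tested compounds plus 3 SD, cut at about 19% in these data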;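 also: higher means more PKAc released from R1A so a rise in polarization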
The depositor's hits bear a star; . = no result given; & = joins results of further samples.

SMILES	dFosB activator	MITF TRPM1 HTS	NSD2 inh	PKA-R2B activ	SR-BI DiI inh	Pemphigus Ab inh	Mot1-301 SUMO	CDK5 inh	Arr AP2 block	SR-BI DiI-HDL act	PKA-R1A activ
O=C1CCCC/C1=N\Nc1ccc(OCc2ccccc2)cc1	-6	43	1	-14	13	98	32	-0.4	98*	-13	-11
Cc1nc(NC(=O)CSC2=NCCS2)sc1C(=O)N(C)C	-2	12	2	-8	-6	103	5	2.3	-11	6	0
CCCCn1c(=O)c(F)cn(Cc2ccc(OC)c([N+](=O)[O-])c2)c1=O	-6	3	0	-3	5	96	1	-0.4	7	-5	-3
C#CCOCCOCCOCCNc1nc(OC)nc(N2CCN(C(=O)[C@H](CCC(=O)O)n3cc(C(N)CO)nn3)CC2)n1 (some centres undefined)	-4	4	.	-4	-8	100	-7	0.7	26	8	-3
CC(C)CCNCC(=O)NC(c1ccccc1)c1ccccc1	-9	9	-5	-6	-39	.	215	-1.6	-7	39	1
O=C(COc1ccc(S(=O)(=O)N2CCOCC2)cc1)Nc1ccc2c(c1)OCCO2	-1	-10	0	-5	10	94	38	-0.8	5	-10	-7
O=C(NCCc1c[nH]c2ccccc12)c1cnc2sccn2c1=O	-5	37	.	-12	5	106	3	0.4	5	-5	-2
COc1ccc(-c2cc(C(=O)Nc3cccc(Cl)c3)no2)cc1	-1	74	1	11	5	95	90	-0.2	32	-5	7
COC(=O)c1ccccc1NS(=O)(=O)c1ccc2c(c1)oc(=O)n2C	0	-9	-6	2	-12	105	371	0.4	-5	12	-10
COc1ccc(C2c3c(-c4ccccc4O)n[nH]c3C(=O)N2CCc2ccc(OC)c(OC)c2)cc1 (centres undefined)	-11	.	1	-10	23	107	126	-0.7	-4	-23	-7
Cc1cccc(NC(=O)c2ccc(NC(C)c3ccccc3)c([N+](=O)[O-])c2)n1 (centres undefined)	2	7	8	10	66	116	3	0.5	5	-66	6
O=c1c2ccccc2nc(CSc2ncnc3nc[nH]c23)n1-c1cccc(C(F)(F)F)c1	2	-13	0	9	6	98	-14	-0.8	5	-6	-11
COc1cccc(CNC(=O)CCc2nc3cc(S(=O)(=O)N4CCOCC4)ccc3n2C)c1	-5	-2	3	1	-12	112	-8	-0.6	8	12	-6
Cc1ccc(S(=O)(=O)CCC(=O)OCC(=O)N2CCN(c3ccccc3)CC2)cc1	-6	2	1	1	2	112	-32	2.7	3	-2	2
O=C(COc1cccc(Oc2ccccc2)c1)Nc1ncccn1	-8	4	-2	-4	-15	112	24	-1.8	5	15	-2
CCc1cccc(NC(=O)Cc2ccc(OC)c(OC)c2)c1	0	-2	-3	-5	3	95	-2	2.2	-13	-3	-1
COc1cc(C(C)=O)ccc1OCC(O)CNCC1(N2CCCCC2)CCCCC1 (centres undefined)	-5	.	1	4	-1	.	-8	-0.3	-14	1	3
O=C(O)C1C(C(=O)O)C1(c1ccccc1)c1ccccc1 (centres undefined)	0	3	0	-16	.	97	-4	-2.2	17	.	-3
O=S(=O)(Nc1cccnc1)c1cccs1	-2	-3	1	-4	9	102	-19	0.5	-8	-9	-1
CCn1cc(C(=O)Nc2ccc(C)c([N+](=O)[O-])c2)cn1	-5	19	0	-10	21	94	-11	-0.3	57*	-21	0
CC1CCc2nc(NC(=O)C3CC3)sc2C1 (centres undefined)	4	41	-1	3	12	101	4	-0.7	29	-12	8
CC(CCc1ccccc1)NC(=O)c1cccc(F)c1 (centres undefined)	-10	4	-4	-2	23	94	-9	-0.4	22	-23	3
CCn1c(O)c(N=NC(=O)CNC(=O)c2ccco2)c2ccccc21	3	-17	1	-7	-7	100	-2	-1.2	18	7	1
O=P(Cc1ccccn1)(c1ccccc1)c1ccccc1	0	-2	-1	-1	1	104	73	-0.3	-2	-1	6
O=C(NCC1CCCO1)c1ccc2c(c1)N(Cc1ccccc1)CCS2 (centres undefined)	-3	-3	-3	-4	5	103	45	-0.4	13	-5	5

Eleven neighbouring entries out of the list so far, quoted:
SMILES	dFosB activator	MITF TRPM1 HTS	NSD2 inh	PKA-R2B activ	SR-BI DiI inh	Pemphigus Ab inh	Mot1-301 SUMO	CDK5 inh	Arr AP2 block	SR-BI DiI-HDL act	PKA-R1A activ
O=C(COc1cccc(Oc2ccccc2)c1)Nc1ncccn1	-8	4	-2	-4	-15	112	24	-1.8	5	15	-2
CCc1cccc(NC(=O)Cc2ccc(OC)c(OC)c2)c1	0	-2	-3	-5	3	95	-2	2.2	-13	-3	-1
COc1cc(C(C)=O)ccc1OCC(O)CNCC1(N2CCCCC2)CCCCC1 (centres undefined)	-5	.	1	4	-1	.	-8	-0.3	-14	1	3
O=C(O)C1C(C(=O)O)C1(c1ccccc1)c1ccccc1 (centres undefined)	0	3	0	-16	.	97	-4	-2.2	17	.	-3
O=S(=O)(Nc1cccnc1)c1cccs1	-2	-3	1	-4	9	102	-19	0.5	-8	-9	-1
CCn1cc(C(=O)Nc2ccc(C)c([N+](=O)[O-])c2)cn1	-5	19	0	-10	21	94	-11	-0.3	57*	-21	0
CC1CCc2nc(NC(=O)C3CC3)sc2C1 (centres undefined)	4	41	-1	3	12	101	4	-0.7	29	-12	8
CC(CCc1ccccc1)NC(=O)c1cccc(F)c1 (centres undefined)	-10	4	-4	-2	23	94	-9	-0.4	22	-23	3
CCn1c(O)c(N=NC(=O)CNC(=O)c2ccco2)c2ccccc21	3	-17	1	-7	-7	100	-2	-1.2	18	7	1
O=P(Cc1ccccn1)(c1ccccc1)c1ccccc1	0	-2	-1	-1	1	104	73	-0.3	-2	-1	6
O=C(NCC1CCCO1)c1ccc2c(c1)N(Cc1ccccc1)CCS2 (centres undefined)	-3	-3	-3	-4	5	103	45	-0.4	13	-5	5

New compounds follow:
SMILES	dFosB activator	MITF TRPM1 HTS	NSD2 inh	PKA-R2B activ	SR-BI DiI inh	Pemphigus Ab inh	Mot1-301 SUMO	CDK5 inh	Arr AP2 block	SR-BI DiI-HDL act	PKA-R1A activ
Cc1ccc(S(=O)(=O)N(CC(=O)Nc2cccc(C)c2C)C(=O)N2CCN(C)CC2)cc1	0	-2	0	1	-15	99	.	3.5	-12	15	-2
N#CCCn1cc(C(=O)Nc2ccccn2)c(-c2ccccc2)n1	-5	-1	-1	-3	16	90	-9	0.6	1	-16	0
CCOC(=O)Cn1cc(C(=O)c2cccs2)c2ccccc21	-8	.	-10	5	31	.	-9	-0.1	-1	-31	7
Cc1c(CC(=O)N2CCN(C(=O)C3COc4ccccc4O3)CC2)c(=O)oc2cc(O)ccc12 (centres undefined)	-5	5	0	-3	22	99	-9	-0.4	0	-22	-18
Fc1ccc(SCCc2ccncc2)cc1	-2&-5	0&12	-1&3	-23&-9	-14&10	101&93	115&102	-0.3&-2.0	4&2	14&-10	-7&-15
COc1cc(/C=C(/C#N)c2ccc(F)cc2)ccc1OCc1ccc(C(=O)O)o1	-14	.	7	-4	-10	100	8	0.9	-1	10	1
CC(=O)N1CCOCCOCCOCC1	1	-6	0	4	1	.	2	0.0	-2	-1	-9
COc1ccc(S(=O)(=O)Nc2cc(C(=O)NCCCN3CCOCC3)ccc2N2CCOCC2)cc1	-1	-6	-9	-6	-17	97	7	-1.5	-9	17	-11
COc1ccc(S(=O)(=O)NC(Cc2cnc[nH]2)C(=O)O)cc1 (centres undefined)	1	8	-2	-4	1	.	168	-0.7	5	32	1
CCn1c(SCC(=O)Nc2nnc(C)s2)nnc1C(C)NC(=O)c1ccccc1F (centres undefined)	0	2	0	-20	.	90	96	0.9	8	.	0
COC(=O)c1ccccc1NC(=O)CN(c1ccc(C)cc1)S(C)(=O)=O	-6	.	8	-8	-37	114	-12	1.2	27	37	-5
CNC(=O)COC(=O)COc1ccc2c(C)cc(=O)oc2c1	-2	2	6	-6	-13	95	-6	-0.3	-5	13	-3
Cc1nc(C)c(CCNC(=O)c2ccccc2Br)s1	-4	-2	-2	-8	3	101	8	1.6	9	-3	-2
O=C(Cn1cc([N+](=O)[O-])ccc1=O)N1CCc2ccccc21	3	-1	1	6	-10	101	-24	-0.3	4	10	-1
Cc1nnsc1C(=O)NNS(=O)(=O)c1cc(C(F)(F)F)cc(C(F)(F)F)c1	5	.	-3	8	3	.	14	-0.4	46	-3	1
Cc1ccc(CNc2oc(COc3ccccc3Cl)nc2C#N)cc1	8	.	2	-6	0	105	-10	-0.2	3	0	-13
CCN(C(=O)CN1C(=O)NC(c2ccccc2)(c2ccc(C)c(C)c2)C1=O)C1CCS(=O)(=O)C1 (centres undefined)	-13	1	-1	-4	-29	97	-13	0.0	22	29	8
CC(=O)Nc1ccc(NC(=O)C(=O)c2cn(CC(=O)N3CCCC3)c3ccccc23)cc1	-1	-11	-1	-5	42	94	-3	2.0	12	-42	-10
CC(=O)c1ccc(OC(=O)Oc2ccc(C(C)=O)cc2)cc1	-1	1	-2	4	-8	.	.	-3.4	-2	8	2

Compounds were not picked by outcome. Share with any hit: about 4.7%.
